Rpn11 inh – Rpn11 (PSMD14) deubiquitinase inhibitors, primary screen, biochemical, fluorescence polarization, uHTS | calls only at 20 µM | actives 0.59% (n = 360,000) | 26S proteasome non-ATPase regulatory subunit 14 (Homo sapiens), O00487 | human 26S proteasome, Ub4-pepOG fluorescence polarization; 20S core pre-blocked with epoxomicin | AID 588493, 2011;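 active = inhibition at 20 µM, scaled to each plate's controls, above about 33%, limit read from the data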
LMPTP block – LMPTP phosphatase inhibitors, primary screen, biochemical, fluorescence intensity, uHTS. recombinant LMPTP-A, OMFP fluorogenic substrate. Low molecular weight phosphotyrosine protein phosphatase (Homo sapiens), P24666. actives 0.22% (n = 360,000). inhibition, % at 20 µM;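 active = compounds that cut the enzyme signal by at least half of the control window in the single-dose screen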;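 also: plate controls were DMSO wells with enzyme plus substrate for no effect and substrate without enzyme for full effect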
Target sequence (P24666 whole entry, looked up): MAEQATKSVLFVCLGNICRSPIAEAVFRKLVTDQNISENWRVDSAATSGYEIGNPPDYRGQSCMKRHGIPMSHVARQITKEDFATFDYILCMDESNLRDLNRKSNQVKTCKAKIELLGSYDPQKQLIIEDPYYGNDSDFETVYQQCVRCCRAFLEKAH
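Assay system: LMPTP-A enzyme. Input: 0.625 nM LMPTP-A final. Probe or stimulus: 400 µM OMFP. Compound dosing: single 20 µM dose. Schedule: 50 min dark incubation at room temperature. Detection: fluorescence intensity of OMFP turnover product. Read-out: percent inhibition versus substrate-only and uninhibited controls. Benchmarks: no-enzyme low control, uninhibited high control.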
STEP block – STEP phosphatase inhibitors, primary screen, biochemical, fluorescence intensity, uHTS; recombinant STEP, OMFP fluorogenic substrate; inhibition, % at 20 µM; actives 0.25% (n = 360,000); AID 588621, 2011;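 active = inhibition at 20 µM, scaled per plate between control wells, above about 37%, limit read from the data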;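 also: 0% = DMSO with enzyme and substrate and 100% = substrate only without enzyme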
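Material: STEP (striatal-enriched tyrosine phosphatase) enzyme, cell-free | Medium: 50 mM Bis-Tris pH 6.0 with 2.5 mM DTT and 0.005% Tween 20 | Read-out: Percent inhibition scaled to no-enzyme and uninhibited-enzyme controls, plate-pattern corrected | Signal: Fluorescence read at 480 nm ex / 540 nm em | Times: 20 min reaction, room temperature, in the dark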
Neddyl block – inhibitors of cullin neddylation, primary screen, biochemical, TR-FRET, uHTS, NAE and Ubc12; calls only at 25 µM; actives 0.58% (n = 360,000); NEDD8-conjugating enzyme Ubc12 (Homo sapiens) + NEDD8-activating enzyme E1 regulatory …; in the data active = inhibition above about 36%
Target sequence (P61081 whole entry, looked up): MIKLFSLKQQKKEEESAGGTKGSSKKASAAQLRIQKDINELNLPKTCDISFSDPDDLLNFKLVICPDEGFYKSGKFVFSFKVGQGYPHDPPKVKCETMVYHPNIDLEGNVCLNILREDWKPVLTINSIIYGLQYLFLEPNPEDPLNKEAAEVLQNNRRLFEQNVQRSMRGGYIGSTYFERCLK
Target sequence (Q13564 whole entry, looked up): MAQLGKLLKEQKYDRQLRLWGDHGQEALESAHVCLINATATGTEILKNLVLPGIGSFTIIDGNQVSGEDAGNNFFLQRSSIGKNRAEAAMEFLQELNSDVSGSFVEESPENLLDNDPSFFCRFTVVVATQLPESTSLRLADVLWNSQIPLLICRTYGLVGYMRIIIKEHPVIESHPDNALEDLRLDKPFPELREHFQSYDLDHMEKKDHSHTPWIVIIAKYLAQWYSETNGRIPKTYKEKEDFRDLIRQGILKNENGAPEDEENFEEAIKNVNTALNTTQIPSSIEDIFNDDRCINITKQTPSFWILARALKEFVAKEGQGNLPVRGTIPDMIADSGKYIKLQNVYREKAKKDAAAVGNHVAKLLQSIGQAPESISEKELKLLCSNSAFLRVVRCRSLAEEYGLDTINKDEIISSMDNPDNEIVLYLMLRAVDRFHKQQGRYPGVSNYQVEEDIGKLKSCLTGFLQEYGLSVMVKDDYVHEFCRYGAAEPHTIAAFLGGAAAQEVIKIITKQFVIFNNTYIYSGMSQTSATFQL
CSN inh – inhibitors of CSN-mediated cullin deneddylation, primary screen, biochemical, fluorescence polarization, uHTS. COP9 signalosome complex subunit 5 (Homo sapiens), Q92905. actives 0.38% (n = 360,000). Purified CSN, SCF-Nedd8-OG deneddylation. inhibition, % at 12.5 µM;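 active = pattern-corrected inhibition above about 35%, with an unprinted fluorescence ratio check between 0.5 and 1.5, limit read from the data, passing the limit was not always enough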;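 also: 0% = enzyme with substrate and 100% = substrate without enzyme; some results filed as inactive read as strong as hits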
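Test system: purified human Csn5 enzyme expressed in HEK293T cells. Amount: 0.24 nM enzyme. Reagent: SCFSkp2-Nedd8OG substrate at 10 nM final. Schedule: 90 min incubation of compound, enzyme and substrate at room temperature. Detection: fluorescence polarization. Read-out: % inhibition of substrate cleavage by Csn5.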
DNMT1 block – human DNMT1 methyltransferase inhibitors, primary screen, biochemical, molecular beacon, fluorescence, HinP1I cleavage, uHTS; inhibition (reported as % activation of signal), % at 10 µM; actives 0.83% (n = 360,000); in the data active = inhibition above about 50%
Rin1-Abl PPI inh – inhibitors of Rin1-Abl protein binding, primary screen, biochemical, TR-FRET | Tyrosine-protein kinase ABL1 (Homo sapiens) + Ras and Rab interactor 1 (Homo sapiens), … | inhibition, % at 7.35 µM | AID 588664, 2011 | actives 0.4% (n = 360,000); in the data active = inhibition above about 5%, passing the limit was not always enough
Scp1 inh – Scp-1 phosphatase inhibitors, primary screen, biochemical, colorimetric, uHTS | Recombinant Scp1, phosphopeptide, malachite green phosphate absorbance | inhibition, % at 20 µM | actives 0.88% (n = 340,000);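 active = inhibition above about 50% at 20 µM, limit read from the data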;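 also: plate controls were DMSO wells with enzyme for no effect and wells lacking enzyme for full effect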
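Incubation: 45 min enzyme reaction at room temperature / System: truncated SCP-1 phosphatase (76-261aa) / Reagent: Phospho 17-mer peptide substrate / Buffer or medium: Acidic Tris acetate buffer with magnesium and detergent / Signal: absorbance at 630 nm / Doses: one concentration, 20 µM, with 1.0% DMSO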
NadD block – inhibitors of S. aureus NadD, primary screen, biochemical, colorimetric, uHTS. Nicotinate-nucleotide adenylyltransferase NadD (Staphylococcus aureus N315). purified NadD enzyme, colorimetric absorbance read-out. inhibition, % at 20 µM. actives 0.78% (n = 360,000); in the data active = inhibition above about 26%; also: some compounds past the cut are filed as inactive
SUMO1-SIM PPI – modulators of SUMO1 protein-protein interactions, primary screen, biochemical, uHTS; SUMO1 binding to a labelled peptide, TR-FRET, 1 h; inhibition, % at 20 µM; actives 0.33% (n = 360,000); AID 602429, 2012; in the data active = inhibition above about 37%
Target sequence (P63165 whole entry, looked up): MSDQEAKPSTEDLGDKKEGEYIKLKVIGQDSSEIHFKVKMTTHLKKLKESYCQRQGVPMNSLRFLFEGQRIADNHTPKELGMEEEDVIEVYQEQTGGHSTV
The depositor's hits bear a star; i = inactive; . = no result given; + = active, no number.

SMILES	Rpn11 inh	LMPTP block	STEP block	Neddyl block	CSN inh	DNMT1 block	Rin1-Abl PPI inh	Scp1 inh	NadD block	SUMO1-SIM PPI
Cc1ccc(S(=O)(=O)Oc2ccccc2/C=N/Nc2ccc(C(=O)O)cc2)cc1	i	3.9	-1	i	-3	-1	0	-11	-8	-8
O=C(CN1C(=O)C2CC=CCC2C1=O)OCCN1C(=O)c2ccccc2C1=O (stereo not given)	i	-2.3	-2	i	3	4	1	1	-5	-8
CCC/C=N/NC(=O)c1ccc(F)cc1	i	-0.6	-1	i	-12	5	4	-1	0	2
CCOC(=O)c1cnc(Nc2nc3ccccc3o2)nc1CN1CCN(C)CC1	i	-5.8	-3	i	8	2	8	-28	3	-2
CCCCCCCN1C2=NCCCN2c2ccccc21	i	1.4	-2	i	2	1	-1	1	-4	-2
O=Cc1cnc(N2CCN(c3ccccc3)CC2)s1	i	-0.2	-1	i	5	-1	-4	14	8	-16
CC(C)C[C@@H](CN)NC(=O)c1nc[nH]c1C(=O)N[C@@H](C)C(=O)CNC[C@H](C)NC(=O)c1nc[nH]c1C(=O)N[C@@H](Cc1ccccc1)C(=O)O	i	-0.8	0	i	3	2	-5	-8	8	5
CCOC(=O)c1ccc(OCCOc2cccc(C)c2)cc1	i	2.0	0	i	1	0	-2	-5	0	3
Cc1ccc(NC2=C(Cl)C(=O)OC2OC(=O)c2ccccc2C)cc1 (stereo not given)	i	2.4	-1	i	-5	-1	0	-10	-4	2
CC(=O)Nc1cccc(NC(=O)CSc2nc(=O)n(CCCN3CCOCC3)c3c2CCC3)c1	i	2.4	0	i	3	5	3	0	-3	-1
O=C(N/N=C/c1sc(N2CCCCC2)nc1-c1cccs1)C1CC1	i	1.2	3	i	4	-5	-1	-1	0	-16
COc1ccc(-c2c(C)n([O-])c3c([n+]2=O)CCCCC3)cc1	i	-2.1	3	i	-10	7	0	-7	-4	-12
CC(=O)NCc1ccc(S(=O)(=O)N/N=C/c2ccccc2)cc1	i	-1.0	-2	i	-3	3	2	5	1	0
O=C(CNCc1ccccc1)NCCCN1CCCC1=O	i	-2.4	-1	i	0	-1	0	-9	0	9
CCOc1ccc(-c2csc(NC(=O)c3ccc(S(=O)(=O)N4CCc5ccccc5C4)cc3)n2)cc1	i	-0.9	3	i	1	6	-2	-9	26	-2
Cc1ccc(C)c(NS(=O)(=O)c2ccc(OCC(=O)NCc3ccccn3)cc2)c1	i	-0.2	0	i	6	-2	1	-9	-3	6
NC(=NCCc1c[nH]c2ccccc12)NC(=O)c1ccc(Cl)cc1	i	2.6	3	i	-1	3	0	9	-3	1
O=C(CSc1nc2ccccc2c(=O)n1-c1ccc(F)cc1)NC1CCS(=O)(=O)C1 (stereo not given)	i	-1.0	0	i	1	-1	4	2	-2	2
COc1cc(CO)cc(-c2cc(CO)cc(OC)c2OC)c1OC	i	-1.5	5	i	-1	1	-5	1	6	0
O=C(Cc1ccc(Br)cc1)OCC(=O)N1CCCCCC1	i	-2.9	0	i	2	3	3	3	-2	1
COc1ccc(NC(=O)NCCc2ccc(Cl)cc2)cc1OC	i	1.0	-2	i	-4	0	-1	-7	1	5
COc1ccc(Nc2nnc(Cc3ccccc3)c(=O)[nH]2)c(OC)c1	i	0.4	-6	i	-1	1	2	1	0	2
O=C(COC(=O)c1cc(-c2cccs2)nc2ccccc12)NC1CCS(=O)(=O)C1 (stereo not given)	i	1.3	-4	.	-8	13	-4	2	-2	-15
c1nc(N2CCC3(CC2)OCCO3)c2[nH]cnc2n1	i	-1.0	-2	i	-19	4	-3	0	1	-3
Cc1cc(C)n(CC(C)O)c(=O)c1C#N (stereo not given)	i	-2.2	1	i	3	2	-3	-5	-8	-2
Additional records
SMILES	Rpn11 inh	LMPTP block	STEP block	Neddyl block	CSN inh	DNMT1 block	Rin1-Abl PPI inh	Scp1 inh	NadD block	SUMO1-SIM PPI
CC(C)[C@@H](C(=O)N[C@@H](Cc1ccccc1)C(=O)O)N1C(=O)N2CCc3c([nH]c4ccccc34)[C@@]2(C)C1=O	i	-1.2	-2	i	2	6	1	-1	4	6
CCc1nnc(NS(=O)(=O)c2ccc(NC(=O)c3ccc([N+](=O)[O-])s3)cc2)s1	i	1.0	-2	i	2	-2	-1	.	-1	-2
O=S(=O)(Nc1ccc(-c2ccc3nncn3n2)cc1)c1ccccc1F	i	-1.8	-3	i	-3	-1	0	-4	1	-2
Cc1cc(C)c(C)c(S(=O)(=O)N2CCC(C(=O)OCC(=O)NC3CCS(=O)(=O)C3)CC2)c1C (stereo not given)	i	-0.6	-1	i	2	-3	2	-7	-1	6
COC(=O)CN1C(=O)NC2(CCCc3ccccc32)C1=O (stereo not given)	i	-1.1	2	i	-3	3	2	0	-1	1
CCOC(=O)c1cc2c(=O)n3ccccc3nc2n(Cc2ccc(Cl)cc2)c1=N	.	0.5	1	i	42*	4	0	11	-3	-19
O=C(CSc1nnnn1C1CC1)Nc1ccc(S(=O)(=O)N2CCOCC2)cc1	i	-0.6	2	i	-4	0	0	-6	6	-1
COc1cccc(C(=O)NCCCn2ccnc2)c1	i	0.5	-3	i	0	1	2	-1	-7	-3
Cc1noc(C)c1COc1cccc(C(=O)Oc2ccc3c(c2)OCO3)c1	i	2.9	2	i	3	-9	2	-9	-8	-6
CC(C)(C)c1ccc(NC(=O)COC(=O)C2CCCC2)cc1	i	-0.4	0	i	-2	6	-1	-19	-14	-1
COC(=O)CSc1nccc(-c2cccs2)n1	i	-2.1	3	i	-1	0	0	1	-6	-6
CC(C)(C)C(=O)N1CCN(c2ccc([N+](=O)[O-])cc2Cl)CC1	i	0.9	0	i	-4	-4	-2	-7	-3	-25
Cc1nc(-c2ccc3c(c2)OCO3)cs1	i	-0.6	-1	i	3	-3	0	7	4	0
CCCc1ccc(OCC(=O)O)cc1	i	-2.6	-3	i	0	0	-2	14	-1	-4
O=c1c(Cl)c(N/N=C/c2ccc(Cl)cc2)cnn1-c1ccccc1	+	54*	3	+	28	80*	1	20	1	-1
CC(=O)c1ccc(S(=O)(=O)N2CCNC(=O)C2)cc1	i	-1.3	2	i	-5	1	0	-4	5	-1
N#Cc1c2n(c3c(=O)n(Cc4ccccc4)cnc13)CCCC2	i	-2.0	-1	i	6	-1	-1	-3	-3	1
CC(C)c1ccc(C2(C)NC(=O)N(CC(=O)NC3CCCC(C)C3C)C2=O)cc1 (stereo not given)	i	0.6	1	i	-3	-4	0	-5	1	1
Cc1cc(C)n(-c2nc3ccccc3nc2N2CCN(C(=O)c3ccc(F)cc3)CC2)n1	i	-1.6	2	i	-2	3	0	4	5	-12
CC(=NNC(=O)c1cccc(S(=O)(=O)N2CCOCC2)c1)c1ccc(Cl)cc1	i	-1.6	-2	i	0	3	1	-12	0	2
O=C(NCc1ccco1)c1nn(-c2ccccc2)c(=O)c2ccccc12	i	-0.1	0	i	11	-7	3	-14	-1	-4
COc1ccc(S(=O)(=O)N(CCCN2CCCC2=O)Cc2cc3cc(C)c(C)cc3[nH]c2=O)cc1	i	-2.5	2	i	-1	-2	2	-14	8	0
CCCCN(C(=O)c1cc2c(s1)CCCCC2)c1c(N)n(CC(C)C)c(=O)[nH]c1=O	i	-2.5	-6	i	2	16	2	3	-2	-1
CCn1c(SCC(=O)NC2CCCC2)nnc1-c1ccoc1C	i	-1.2	-3	i	1	0	4	-3	0	6

In the list so far, 12 have a halogen:
SMILES	Rpn11 inh	LMPTP block	STEP block	Neddyl block	CSN inh	DNMT1 block	Rin1-Abl PPI inh	Scp1 inh	NadD block	SUMO1-SIM PPI
CCC/C=N/NC(=O)c1ccc(F)cc1	i	-0.6	-1	i	-12	5	4	-1	0	2
Cc1ccc(NC2=C(Cl)C(=O)OC2OC(=O)c2ccccc2C)cc1 (stereo not given)	i	2.4	-1	i	-5	-1	0	-10	-4	2
NC(=NCCc1c[nH]c2ccccc12)NC(=O)c1ccc(Cl)cc1	i	2.6	3	i	-1	3	0	9	-3	1
O=C(CSc1nc2ccccc2c(=O)n1-c1ccc(F)cc1)NC1CCS(=O)(=O)C1 (stereo not given)	i	-1.0	0	i	1	-1	4	2	-2	2
O=C(Cc1ccc(Br)cc1)OCC(=O)N1CCCCCC1	i	-2.9	0	i	2	3	3	3	-2	1
COc1ccc(NC(=O)NCCc2ccc(Cl)cc2)cc1OC	i	1.0	-2	i	-4	0	-1	-7	1	5
O=S(=O)(Nc1ccc(-c2ccc3nncn3n2)cc1)c1ccccc1F	i	-1.8	-3	i	-3	-1	0	-4	1	-2
CCOC(=O)c1cc2c(=O)n3ccccc3nc2n(Cc2ccc(Cl)cc2)c1=N	.	0.5	1	i	42*	4	0	11	-3	-19
CC(C)(C)C(=O)N1CCN(c2ccc([N+](=O)[O-])cc2Cl)CC1	i	0.9	0	i	-4	-4	-2	-7	-3	-25
O=c1c(Cl)c(N/N=C/c2ccc(Cl)cc2)cnn1-c1ccccc1	+	54*	3	+	28	80*	1	20	1	-1
Cc1cc(C)n(-c2nc3ccccc3nc2N2CCN(C(=O)c3ccc(F)cc3)CC2)n1	i	-1.6	2	i	-2	3	0	4	5	-12
CC(=NNC(=O)c1cccc(S(=O)(=O)N2CCOCC2)c1)c1ccc(Cl)cc1	i	-1.6	-2	i	0	3	1	-12	0	2
